Screening results (PubChem)
A350 fluor: qHTS Assay for Spectroscopic Profiling in A350 Spectral Region; Compound autofluorescence, 340/450 nm, Alexa 350 dye-equivalents; active compounds read high; max dye-equivalent concentration, M; 59,000 tested, 11% active; AID 590, 2007; in the data active means max dye-equivalent concentration above about 10 nM; inconclusive means mostly about 1.1 nM to 9.6 nM
Caspase-1 inhib: qHTS Assay for Allosteric/Competitive Inhibitors of Caspase-1 | 75,000 tested, 0.03% active | P29466 | Caspase-1 enzyme, Ac-WEHD-AFC fluorogenic rate | AID 900, 2007 | Potency, µM (doses to about 57.5 µM), for the others: top-dose activity change, negative = inhibition, most hits filed as inhibitors;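 further: potency means the concentration at half of the fitted maximal effect; plate controls were vehicle for no effect and no substrate for full effect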
Rhodamine autofl: qHTS Assay for Spectroscopic Profiling in Rhodamine Spectral Region. 59,000 tested, 0.05% active. max dye-equivalent concentration, M. AID 594, 2007. Rhodamine-region fluorescence, 547/598 nm, Tris buffer; active compounds read high; in the data active means max dye-equivalent concentration above about 11 nM; inconclusive means between about 1.1 nM and that limit
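qHTS spectral profiling of compounds without any target or enzyme present, in pH 8.0 Tris buffer; plates were read after a 15-minute room-temperature incubation using the rhodamine-region filter set.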
Casp7 inh: qHTS Assay for Allosteric/Competitive Inhibitors of Caspase-7 | P55210 | recombinant caspase-7, Ac-DEVD-AFC fluorescence rate | Potency, µM (titrated, usually from 57.5 µM), inactives show at the highest dose activity change, negative = inhibition, hits mostly inhibitors | 75,000 tested, 0.02% active | AID 889, 2007; active means well fitted inhibition curve with a large enough effect in the main read-out, with a control signal flat, not every such curve was filed as active; inconclusive means small, poorly fitted or top-dose-only effect, or a change in a side signal; further: potency means the concentration at half of the fitted maximal effect; % of control where 0% means no effect
Target sequence (P55210 24-198 limits assumed): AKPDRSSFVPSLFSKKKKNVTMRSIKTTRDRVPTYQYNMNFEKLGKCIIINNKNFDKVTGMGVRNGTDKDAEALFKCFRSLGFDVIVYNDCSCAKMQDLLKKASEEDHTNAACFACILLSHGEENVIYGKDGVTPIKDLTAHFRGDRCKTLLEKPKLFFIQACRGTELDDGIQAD
Target sequence (P55210 207-303 limits assumed): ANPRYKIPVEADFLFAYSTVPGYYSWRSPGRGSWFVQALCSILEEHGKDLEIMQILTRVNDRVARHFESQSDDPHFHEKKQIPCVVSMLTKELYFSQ
HEK293 cAMP ctrl: qHTS Assay for Agonists of the Thyroid Stimulating Hormone Receptor: Activators of Intracellular cAMP Concentrations in Parental HEK 293; parental HEK293 CNG cAMP sensor, membrane potential fluorescence; Potency, µM (titrated, usually from 57.1 µM), for the others: at the top dose activation, usual class: activators; 73,000 tested, 2.5% active; further: potency means the concentration at half of the fitted maximal effect; % of control where 0% means no effect; nearly all actives have a fitted effect of over 55% in size
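Parental HEK 293 cells stably expressing a cAMP-gated CNG channel were loaded with membrane potential dye containing 100 uM RO 20-1724 for 60 min. Compound added for 30 min; depolarization read as fluorescence intensity at 590 nm.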
BRCT inh green: qHTS Assay for Inhibitors of BRCT-Phosphoprotein Interaction (Green Fluorophore). 75,000 tested, 0.05% active. BRCA1 BRCT-phosphopeptide binding, green fluorescence polarization. Potency, µM (series often up to 76.9 µM), for the others: at the highest dose activity change, negative = inhibition, most hits filed as inhibitors. Breast cancer type 1 susceptibility protein (Homo sapiens), P38398;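 further: potency means the concentration at half of the fitted maximal effect; plate controls were peptide without protein for full effect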
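Compounds were incubated for 12 min at room temperature with a complex of 100 nM fluorescein-tagged pBACH1 decapeptide and 250 nM His-tagged BRCT protein. Buffer was phosphate pH 7.3 with EDTA, DTT and Tween 20. Disruption of binding lowers the polarization signal.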
USP2a inh: qHTS Assay for Inhibitors of Ubiquitin-specific Protease USP2a. Ubiquitin carboxyl-terminal hydrolase 2 (Homo sapiens), O75604. USP2a enzymatic assay, qHTS inhibition. Potency, µM (doses to about 38.3 µM), for the others: top-dose activity change, negative = inhibition, usual class: inhibitors. 60,000 tested, 0.1% active. AID 927, 2007;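 further: potency means the concentration at half of the fitted maximal effect; nearly all actives have a fitted effect of over 60% in size; plate controls were DMSO for no effect and NEM full inhibition control for full effect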
Target sequence (O75604 whole entry, looked up): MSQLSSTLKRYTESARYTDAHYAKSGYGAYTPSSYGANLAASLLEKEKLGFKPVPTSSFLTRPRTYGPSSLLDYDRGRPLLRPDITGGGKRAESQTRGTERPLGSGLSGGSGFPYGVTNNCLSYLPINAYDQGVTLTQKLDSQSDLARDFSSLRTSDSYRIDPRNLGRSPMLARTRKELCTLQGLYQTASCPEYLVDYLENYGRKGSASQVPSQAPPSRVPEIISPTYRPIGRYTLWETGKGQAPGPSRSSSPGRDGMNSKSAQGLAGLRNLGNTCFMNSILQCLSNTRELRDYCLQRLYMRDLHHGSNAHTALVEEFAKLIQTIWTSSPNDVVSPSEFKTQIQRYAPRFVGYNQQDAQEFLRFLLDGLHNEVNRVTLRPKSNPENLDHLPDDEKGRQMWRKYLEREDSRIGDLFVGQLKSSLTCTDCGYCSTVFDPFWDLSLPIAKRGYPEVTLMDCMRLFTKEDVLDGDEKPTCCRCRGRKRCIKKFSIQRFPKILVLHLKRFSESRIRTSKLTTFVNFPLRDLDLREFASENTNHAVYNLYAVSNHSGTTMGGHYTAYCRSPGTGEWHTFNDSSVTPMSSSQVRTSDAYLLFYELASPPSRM
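20 nM USP2 core + cpd, 30 min RT; add 20 nM Ub-PLA2/20 uM NBD C6-HPC; read Ex460/Em535 at 0 h and 2.5 h. Normalized to NEM; qHTS curve fit/classification.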
Fluorescein fluor: qHTS Assay for Spectroscopic Profiling in Fluorescein Spectral Region; Compound autofluorescence, 480/540 nm, fluorescein-equivalent; active compounds read high; max fluorescein-equivalent concentration, M; 59,000 tested, 0.91% active; AID 593, 2007; in the data active means max fluorescein-equivalent concentration above about 10 nM; inconclusive means between about 1.1 nM and that limit
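Compounds (23 nL) in 100 mM Tris pH 8.0, 15 min at room temperature, then fluorescence read at 480 nm excitation/540 nm emission. Signal converted to fluorescein-equivalent concentration from an on-plate fluorescein standard curve.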
BRCT PPI red: qHTS Assay for Inhibitors of BRCT-Phosphoprotein Interaction (Red Fluorophore); Potency, µM (titrated, usually from 76.9 µM), for the others: top-dose activity change, negative = inhibition, usual class: inhibitors; Breast cancer type 1 susceptibility protein (Homo sapiens), P38398; 75,000 tested, 0.03% active; BRCT-phosphopeptide binding, red fluorescence polarization; further: on the % scale 0 is the no-effect control and ±100 the full control effect
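Fluorescence polarization: 100 nM His-tagged BRCA1 BRCT with 100 nM TAMRA-labelled phospho-BACH1 decapeptide, phosphate buffer pH 7.3 with 150 mM NaCl, DTT, 0.01% Tween 20; 12 min RT. Binding inhibition seen as FP decrease.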
4MU fluor: qHTS Assay for Spectroscopic Profiling in 4-MU Spectral Region | 59,000 tested, 11% active | max dye-equivalent concentration, M | AID 589, 2007 | compound autofluorescence, 340/450 nm, 4-MU equivalents; active compounds read high; in the data active means max dye-equivalent concentration above about 10 nM; inconclusive means mostly about 1.1 nM to 9.6 nM
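Compounds in 100 mM Tris, pH 8.0, incubated 15 min at room temperature, then fluorescence read at 340 nm excitation/450 nm emission. Signal converted to 4-MU dye-equivalent concentration using an on-plate six-point 4-MU standard curve.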
Texas Red fluor: qHTS Assay for Spectroscopic Profiling in Texas Red Spectral Region; 59,000 tested, 0.06% active; AID 587, 2007; Compound fluorescence, Texas Red channel, 547/618 nm; active compounds read high; max dye-equivalent concentration, M; in the data active means max dye-equivalent concentration above about 10 nM; inconclusive means between about 1.1 nM and that limit
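Pin-transferred compounds and Texas Red standards go into 100 mM Tris buffer, pH 8.0. After 15 min at room temperature, plates are imaged with 547/618 nm filters. Each value is a dye-equivalent concentration derived from the per-plate dye curve.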
Starred values were filed as active, the others as inactive; i = inactive; ? = inconclusive; . = no result given; & = joins results of further samples; [ ] = dose if it differs, or a comment. Unless noted, the call rests on the fitted dose curve; in most records, active means well fitted curve in the direction sought with a large enough effect; inconclusive means small, poorly fitted or top-dose-only effect, or another doubt; inactive means no such curve, though single readings can be large; an effect the other way counts as inactive or inconclusive. The list is partial; the hit share may differ from the screen's.

SMILES	A350 fluor	Caspase-1 inhib	Rhodamine autofl	Casp7 inh	HEK293 cAMP ctrl	BRCT inh green	USP2a inh	Fluorescein fluor	BRCT PPI red	4MU fluor	Texas Red fluor
Nc1nc2n(n1)C(c1cccc(Cl)c1)CC(c1ccc(F)cc1)N2 (stereo unspecified)	.	-2.7%	.	-2.3%	-0.3%	-1.7%	.	.	0.1%	.	.
CC1=Nc2ncnn2C(c2ccccc2)/C1=N\O (stereo unspecified)	1.62e-08M*	-3.2%	i	-3.8%	4.3%	-0.1%	-10.7%	i	0.7%	1.39e-08M*	?
CC1Cc2ccccc2N1C(=O)CSc1nnc(-c2ccc(S(=O)(=O)N3CCCC3)cc2)o1 (stereo unspecified)	i	-3.0%	i	0.7%	17.4%	-2.2%	31.0%[activator]	?	-1.9%	i	i
Cn1c(=N)n(CC(=O)C(C)(C)C)c2ccccc21	i	1.8%	i	-0.1%	28.8%	-1.8%	-1.9%	i	-0.4%	i	i
Cc1ccc(S(=O)(=O)N2CCC(C(=O)N3Cc4ccccc4C3)CC2)cc1	i	2.1%	i	-2.0%	7.3%	-0.9%	79.1%[activator]	i	-1.3%	i	i
CC1=C(C(=O)OCc2ccccc2)C(c2ccc(C(C)(C)C)cc2)NC(=O)N1CCCCCC(=O)O (stereo unspecified)	.	?	.	-4.6%	20µM*	-0.3%	.	.	0.7%	.	.
COC(=O)c1cccc(S(=O)(=O)N2CCC(NC(=O)Nc3cccc(F)c3)CC2)c1	i	-3.0%	i	0.4%	2.6%	1.0%	-2.4%	i	0.5%	i	i
CCSc1nc2ccccc2n1CC(=O)N1CCCCC1	?	0.1%	i	7.7%	8.5%	-2.8%	-9.7%	i	-2.9%	i	i
CCOC(=O)c1ccc(OCC(=O)c2ccc(O)cc2O)cc1	?	-1.5%	i	0.8%	7.3%	0.8%	10.7%	i	-1.3%	?	i
O=C(Cn1c(=O)n2ncnc2c2c3c(sc21)CCCC3)c1ccccc1	i	0.3%	i	-0.2%	25.1µM*	-0.1%	17.6%	i	-1.0%	i	i
O=C(CSc1nnc(Cc2ccccc2)o1)N1CCCc2ccccc21	i	-5.1%	i	-0.8%	19.0%	1.2%	-0.7%	i	-2.2%	i	i
O=C(Nc1ccncc1)c1cc2ccccc2o1	.	0.5%	.	-0.2%	?	-1.0%	7.7%	.	-4.4%	.	.
c1ccc(OCc2nn3c(Cn4nnc5ccccc54)nnc3s2)cc1	i	1.3%	i	-9.2%	11.1%	-3.1%	44.3%[activator]	i	-1.2%	i	i
O=C1C=C(O)CC(c2ccc(Cl)c(Cl)c2)C1 (stereo unspecified)	i	.	i	.	.	.	.	i	.	i	i
CCCc1cc(=O)[nH]c(SCC(=O)Nc2ccc(OC(F)F)cc2)n1	i	1.9%	i	1.3%	5.8%	-1.1%	6.8%	i	-0.2%	i	i
OCC(O)C(O)C(O)CO (stereo unspecified)	.	-2.7%&1.4%	.	1.3%&0.0%	.	-1.7%	-2.3%&-4.2%	.	0.8%&-0.3%	.	.
COc1ccc2[nH]c(=O)c(CN(CCCN3CCOCC3)C(=O)NCc3ccccc3)cc2c1	1.65e-07M*	-1.9%	i	-0.4%	3.6%	0.2%	7.4%	i	0.8%	2.15e-07M*	i
C/C=C/c1ccc(OCCn2cncn2)c(OC)c1	i	-0.9%	i	1.2%	6.5%	-2.6%	0.3%	i	0.3%	i	i
O=C(COC(=O)C1c2ccccc2Oc2ccccc21)NC1CCS(=O)(=O)C1 (stereo unspecified)	?	0.4%	i	-0.9%	10.5%	-2.6%	2.9%	i	0.1%	?	i
CC(NC(=O)Nc1nnc(C(F)(F)F)s1)N1C(=O)C2C3C=CC(C3)C2C1=O (stereo unspecified)	i	-0.1%	i	0.3%	-2.3%	2.4%	8.6%	i	0.7%	i	i
CCCn1c(=O)c2ccccc2n2c(Sc3nnnn3-c3ccccc3)nnc12	i	2.2%	i	-0.2%	26.6%	-0.1%	-1.4%	?	-0.5%	i	i
C=CCN=C(C)C1=C(O)CCC1=O	i	.	i	.	.	.	.	i	.	i	?
Cc1cc(C)nc(-n2nc(C)c3c(=O)[nH]c(C(F)(F)F)nc32)n1	?	2.2%	i	0.7%	5.1%	-1.6%	2.6%	i	-1.6%	?	i
O=C(CSc1ccccc1)NCc1cccnc1	.	0.1%	.	1.1%	8.2%	-1.6%	-2.2%	.	0.5%	.	.
COc1cccc(NC(=O)CSc2nncn2-c2ccccn2)c1	i	1.4%	i	-0.1%	-9.1%	0.4%	-3.2%	i	-0.7%	i	?
Cc1nc(C)c2c(=O)cc(-c3ccccc3)[nH]c2n1	1.65e-07M*	-0.1%	i	-1.5%	3.6%	0.5%	4.6%	?	0.1%	1.46e-07M*	i
COc1ccc(S(=O)(=O)Nc2cccc(Cl)c2)cc1OC	i	-1.5%	i	0.3%	0.2%	0.1%	13.7%	i	-0.8%	i	i
O=C(Nc1ccc(Cc2ccncc2)cc1)c1ccco1	.	-1.3%	.	-0.7%	-0.4%	1.8%	0.6%	.	-0.9%	.	.
CC(C)OC(=O)c1ccc(NC(=O)C2C3CC4OC(=O)C2C4C3)cc1 (stereo unspecified)	i	1.4%	i	-0.1%	7.3%	0.3%	8.2%	i	-1.9%	i	i
C=C(Br)Cn1c(CC(C)C)nc2ccccc21	.	-1.6%	.	-2.6%	?	1.2%	-9.4%	.	0.9%	.	.
CS(=O)(=O)Nc1cccc(-c2ccc3ncnc(Nc4ccc(F)cc4)c3c2)c1	i	-0.4%	i	-4.8%	?	2.9%	28.9%	i	3.0%	i	i
Cc1c(C(=O)O)oc2ccc(S(=O)(=O)NCc3ccc4c(c3)OCO4)cc12	?	-1.2%	i	0.1%	2.2%	-0.8%	-8.5%	i	-0.1%	?	i
Cc1ccc(C(c2nnnn2CC2CCCO2)N2CCN(C(=O)c3ccco3)CC2)cc1 (stereo unspecified)	1.11e-08M*	-0.5%	i	-0.1%	?	0.4%	42.8%[activator]	i	-1.6%	1.12e-08M*	i
O=C(CSc1nc2c(c(=O)n1-c1ccc(Cl)cc1)SCC2)NCc1ccco1	?	0.4%	i	-5.1%	?	-1.5%	39.1%[activator]	i	0.5%	?	i
COC(=O)CN1C(=O)C(O)(CC(=O)c2ccc(C)cc2)c2cc(Br)ccc21 (stereo unspecified)	.	-3.3%	.	-2.2%	18.4%	0.5%	.	.	1.4%	.	.
Cc1ccccc1N1CCN(c2ncnc3c2cnn3Cc2ccc(Cl)cc2)CC1	i	0.2%	i	-0.7%	18.2%	-3.8%	-8.0%	?	-0.7%	i	i
COc1ccccc1C(=O)N1CCC(C(=O)c2ccc(F)cc2)CC1	i	3.3%	i	-1.2%	6.0%	-1.1%	9.6%	i	-0.2%	i	?
Cc1nc(SCC(=O)Nc2c(C)n(C)n(-c3ccccc3)c2=O)n[nH]1	i	-0.5%	i	-1.0%	1.5%	-0.8%	0.5%	i	0.6%	i	i
CCOC(=O)N1CCN(C(=O)CSc2nnc(-c3cc(OC)ccc3OC)o2)CC1	i	0.3%	i	0.5%	0.7%	-1.8%	3.8%	?	0.8%	i	i
O=C(Cn1c(=O)sc2ccccc21)Nc1ccc(S(=O)(=O)N2CCCC2)cc1	i	-2.7%	i	-3.1%	-1.3%	-5.2%	58.2%[activator]	?	-0.9%	i	i
Oc1cccc(Nc2nc(NCC3CCCO3)c3ccccc3n2)c1 (stereo unspecified)	i	-4.0%	i	0.1%	?	-0.2%	14.2%	?	0.4%	i	i
NCCCCCCNS(=O)(=O)c1cccc2ccccc12	.	-1.1%	.	0.1%	1.4%	1.0%	.	.	0.4%	.	.
CS(=O)(=O)N1CCC(NC(=O)Cc2ccccc2)CC1	i	0.5%	i	0.1%	6.5%	-0.9%	11.5%	i	0.1%	i	i
CCCCCC1CCC(C(=O)O)CC1 (stereo unspecified)	i	1.9%	i	1.6%	26.3%	-1.1%	-3.8%	i	-0.3%	i	i
CCOC(=O)CN1C(=O)C(O)(CC(=O)c2cccc(OC)c2)c2ccccc21 (stereo unspecified)	i	1.8%	i	-0.9%	8.7%	3.7%	7.1%	?	0.0%	i	i
COc1ccc(C2=NOC(C(=O)Nc3c(C)n(C)n(-c4ccccc4)c3=O)C2)cc1OC (stereo unspecified)	.	-2.9%	.	-1.6%	7.1%	-1.4%	.	.	1.3%	.	.
